Hsp70 displacement: small molecules displacing fluorescent ligand from Hsp70 – biochemical, fluorescence polarization, primary screen (AID 583); one-dose displacement, % at 20 µM; IC50 in µM for titrated hits; Hsp70 fluorescence polarization probe displacement, mP; higher % means a stronger effect; 140,000 compounds, 0.06% hits; in the data active means displacement above about 50%;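 further: plate controls were vehicle for no effect and reference ligand for full effect; a part of the inactive calls stands beside numbers as strong as those of hits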
MKP-3 inhibition: MKP-3 phosphatase inhibitors, primary screen, biochemical, rat enzyme, in vitro (AID 425) | inhibition, % at 20 µM; hits with a dose series show IC50 in µM | recombinant MKP-3 phosphatase activity, fluorescence; higher % means a stronger effect | 110,000 compounds, 0.17% hits; in the data active means inhibition above about 50%;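 further: plate controls were vehicle for no effect and reference inhibitor for full effect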
The depositor's hits bear a star; nt = not tested or not shown. Not all compounds are listed; count on the stated rates, not on these rows.

SMILES | Hsp70 displacement | MKP-3 inhibition
COc1ccc(NC(=O)CCCN2C(=O)C3C4C=CC(C4)C3C2=O)c(OC)c1 (centres undefined) | -4.7% | -10%
CCn1c(=O)n(CC(=O)Nc2cc(OC)c(OC)c(OC)c2)c(=O)c2ccccc21 | -1.1% | nt
CCSc1nnc(NC(=O)c2cccnc2)s1 | -3.2% | -6%
COc1ccc2c(c1)C(C)=CC(C)(C)N2C(=O)NC1CCCCC1 | 0.6% | 2%
CN1C(=O)N(C)C2(c3ccccc3)Nn3c(s/c(=C/c4ccco4)c3=O)=NC12c1ccccc1 (centres undefined) | -1.6% | -14%
CCCOC(=O)Nc1ccc(S(=O)(=O)Nc2ncccn2)cc1 | 1.8% | 1%
Cc1nc2ccccc2c(=O)n1/N=C/c1cccnc1 | nt | -8%
CC12CC(NC(=O)N1c1ccc(C(=O)N3CCN(c4ccccn4)CC3)cc1)c1ccccc1O2 (centres undefined) | 2.9% | -9%
CC(=O)Oc1cc2c(C(=O)NCCN3CCOCC3)c(C)oc2c2ccccc12 | 4.4% | 8%
O=C(COc1ccccc1Cl)OCC(=O)N1CCN(S(=O)(=O)c2ccccc2)CC1 | 5.2% | 0%
CCc1ccc(-c2nc(CSCC(=O)N3CCN(c4ccccn4)CC3)c(C)o2)cc1 | -1.2% | nt
Cn1cc(C(=O)NCCc2ccccc2)c(=O)c2cc(S(=O)(=O)N3CCOCC3)ccc21 | 0.8% | -3%

Record cards, from the list above. Order of values: Hsp70 displacement	MKP-3 inhibition
`CCc1ccc(-c2nc(CSCC(=O)N3CCN(c4ccccn4)CC3)c(C)o2)cc1` across the screens: -1.2%	nt
`Cc1nc2ccccc2c(=O)n1/N=C/c1cccnc1` across the screens: nt	-8%
`CCn1c(=O)n(CC(=O)Nc2cc(OC)c(OC)c(OC)c2)c(=O)c2ccccc21` across the screens: -1.1%	nt
`O=C(COc1ccccc1Cl)OCC(=O)N1CCN(S(=O)(=O)c2ccccc2)CC1` across the screens: 5.2%	0%
`Cn1cc(C(=O)NCCc2ccccc2)c(=O)c2cc(S(=O)(=O)N3CCOCC3)ccc21` across the screens: 0.8%	-3%

Next section
SMILES | Hsp70 displacement | MKP-3 inhibition
N#CC1=C(N)Oc2n[nH]c(-c3cccs3)c2C1c1ccoc1 (centres undefined) | 4.7% | 4%
CCOc1ccc(N2CC(=O)Nc3ccccc3NCC2=O)cc1 | -3.2% | 2%
C/C(=N\Nc1cc(-c2ccccc2)nc(C)n1)c1ccc(N)cc1 | 11% | 0%
COc1cc(C(=O)OC(C)C(=O)N2CCc3ccccc3C2)ccc1OCC(=O)N1CCOCC1 (centres undefined) | -1.3% | -1%
NC(=O)C1CCCN(S(=O)(=O)c2ccc(Br)cc2)C1 (centres undefined) | 0.7% | 2%
CS(=O)(=O)N1CCN(C(=O)COc2ccc(Cl)cc2)CC1 | -0.7% | 0%
Cc1cc(C)n(C(=O)COc2cccc3ccccc23)n1 | -5.5% | -2%
O=C(C1CCC(CNc2c(N3CCCCC3)c(=O)c2=O)CC1)N1CCc2ccccc2C1 (centres undefined) | 8.3% | -6%
O=C(CN(c1cccc(Br)c1)S(=O)(=O)c1ccccc1)NCCc1ccccc1 | -0.1% | 0%
Cc1ccc(S(=O)(=O)Oc2ccccc2/C=N/NC(=O)c2c(Cl)cnn2C)cc1 | -2.8% | nt
O=C(CN1C(=O)C2CC=CCC2C1=O)Nc1nccs1 (centres undefined) | -3.4% | -6%
CCOc1cc(C(=O)NCCc2ccccc2)cc(OCC)c1OCC | -3.1% | 5%
Cc1cc(=O)n2nc(N3CCCC3C(=O)NCc3ccccn3)sc2n1 (centres undefined) | 4.5% | -4%
COC(=O)Nc1c(C)nn(Cc2ccccc2C)c1C | -2.7% | -12%
COc1cc(/C=C/c2[nH]c(=O)[nH]c(=O)c2[N+](=O)[O-])cc(Br)c1OCc1ccccc1 | 5.7% | 3%
Cc1csc(NC(=O)c2ccoc2C)n1 | 3.7% | -13%
CC(=O)N/C(=N\c1nc(C)cc(C)n1)Nc1ccc(Cl)cc1Cl | 4.3% | 3%
CN(C)C(=O)c1ccc(Br)cc1 | -0.7% | -1%
CC(C)COc1ccc(C2NC(=O)NC2=O)cc1 (centres undefined) | -2.3% | 1%
C=CCSc1nc2ccccc2n1CC(=C)Br | -7.9% | 3%
CCOC(=O)N1CCC(NC(=O)c2cc(C(=O)NC3CCCC3)ccc2CO)CC1 | nt | -5%
CCOC(=O)c1c(-c2cc(C)ccc2C)csc1N | 3.4% | 6%
COc1ccc(Cl)cc1NC(=O)C1=C(C)NC(=O)NC1c1ccccc1Cl (centres undefined) | 5.1% | -2%
Cc1ccc(NC(=O)CCSc2nnc(-c3ccco3)o2)cc1 | 0.6% | -7%
CC(Oc1ccc(Cl)cc1Cl)C(=O)NC12CC3CC(CC(C3)C1)C2 (centres undefined) | 3.2% | 4%
CCCNC(=O)COc1ccc(S(=O)(=O)Nc2ccc(C)cc2)cc1 | -2.8% | nt
O=C(/C=C/c1cccc2ccccc12)c1ccc(NC(=O)c2cccs2)cc1 | -0.7% | 3%
COCCNC(=O)C(c1ccccc1)N(C(=O)Cn1nnc2ccccc21)c1cccnc1 (centres undefined) | -2.1% | 0%
COc1ccc(C2(CCN)CC(C)N(C)CC2C)cc1 (centres undefined) | 7.1% | -12%
C=CCN1C(=O)/C(=C/c2ccc(OC(=O)c3ccccc3I)c(OC)c2)SC1=S | -5.7% | 1%
CCCOc1ccccc1C1C(C(=O)OCC)=C(C)NC2=C1C(=O)CC(c1ccc(Cl)cc1)C2 (centres undefined) | 1.8% | 5%
Fc1ccc2c(Cl)c(-c3nnc(-c4cccs4)o3)sc2c1 | 3.9% | -12%
COc1ccccc1OCC(=O)Nc1ccc(Cl)cc1 | 0.3% | nt
Cc1cccc(-c2nc3cc(NC(=O)c4ccc(Br)o4)ccc3o2)c1 | -3.8% | -4%
Cc1onc(-c2ccccc2Cl)c1C(=O)NCCNc1ccc([N+](=O)[O-])cc1Cl | -1.1% | 2%
Cc1cc(C(=O)NCCCN2CCN(C3CCCCC3)CC2)n(-c2ccccc2)n1 | 4.6% | -11%

Single values from the entries so far.
Hsp70 displacement, Fc1ccc2c(Cl)c(-c3nnc(-c4cccs4)o3)sc2c1 reads 3.9%
MKP-3 inhibition, CCCOc1ccccc1C1C(C(=O)OCC)=C(C)NC2=C1C(=O)CC(c1ccc(Cl)cc1)C2 (centres undefined) reads 5%

(next part)
SMILES | Hsp70 displacement | MKP-3 inhibition
COc1ccc(C)cc1NC(=O)/C=C/c1ccccc1 | 0.4% | 3%
O=C(O)CC1S/C(=N/N=C/c2ccco2)NC1=O (centres undefined) | 2.1% | 0%
N#CC(C(=O)NC1CCCCC1)c1nc2ccccc2nc1N1CCOCC1 (centres undefined) | 20% | 0%
Nc1ccnn1Cc1cccnc1 | 0.5% | 1%
CCOc1ccc(C(=O)CN2CCN(S(=O)(=O)c3ccc(Cl)cc3)CC2)cc1 | -1.3% | 2%
Cc1cc(=O)n2cc(Br)ccc2n1 | 3.9% | 1%
COc1cc(-c2nnc(COc3ccc4cc(Br)ccc4c3)o2)cc(OC)c1OC | -2.9% | -13%
C=CCc1cc(C)cc(C)c1OCCn1cncn1 | -0.8% | -3%
COc1ccccc1C(=O)N(Cc1cccs1)C1CCS(=O)(=O)C1 (centres undefined) | -2.2% | 4%
O=C(OCCOCCN=C1NS(=O)(=O)c2ccccc21)c1ccncc1 | 2.5% | -1%
O=C(NCc1ccccn1)Nc1ccc(Cl)c(Cl)c1 | -0.4% | 1%
O=c1c2[nH]c3ccccc3c2ncn1CCN1CCCCC1 | -0.2% | -18%
O=C(NC(NC(=S)Nc1ccccc1Cl)C(Cl)(Cl)Cl)c1ccccc1F (centres undefined) | -0.9% | -5%
COc1ccc(CCN2C(=O)c3ccccc3C2(O)c2ncc[nH]2)cc1OC (centres undefined) | -2.1% | nt
COc1ccc(NS(=O)(=O)c2ccc(C)c(C(=O)O)c2)cc1 | 2.6% | 5%
CCS(=O)(=O)Nc1ccc(-c2nnc(SCC(=O)c3cccc(OC)c3)o2)cc1 | 2.0% | -6%
COc1cc(C2NC(=O)NC(C)=C2C(=O)Nc2cccc(C)c2C)cc(OC)c1OC (centres undefined) | -3.9% | 12%
O=C(CN(CC1CCCO1)C(=O)CNS(=O)(=O)c1ccc(Cl)cc1)NCC1CCCO1 (centres undefined) | 0.8% | nt
COc1ccc(C2=NCC(CSc3nccc(=O)[nH]3)S2)cc1 (centres undefined) | -0.8% | -8%
Cn1c(SCc2nc(-c3ccc(Cl)cc3)no2)nnc1-c1ccccc1 | -0.2% | nt
O=C(Nc1c(Cl)cc(Cl)cc1C(=O)NCCN1CCOCC1)c1ccc(Cl)cc1Cl | -2.4% | nt
Cn1c(/C(C#N)=C(\O)COc2ccc3ccccc3c2)nc2ccccc21 | -5.0% | 0%
COC(=O)C1=C(C)NC(C)=C(C(=O)OC)C1c1ccc(-c2cccc(Br)c2)o1 | 1.5% | -1%
O=C(c1ccco1)N1CCN(S(=O)(=O)c2ccc(S(=O)(=O)NC3CCCC3)cc2)CC1 | -6.0% | -3%
COc1cccc(/C=C/C(=O)c2ccc(Cl)cc2)c1OC | 5.4% | 6%
CCOC(=O)c1ccccc1NC(=O)Cn1cnc2c(nnn2-c2ccc(C)cc2)c1=O | -9.7% | -5%
CC(C)OC(=O)CSc1nnc(Cc2ccccc2)n1CC1CCCO1 (centres undefined) | -2.8% | nt
CCOC(=O)c1[nH]nc2c1C(=O)N(c1ccc(OC)c(Br)c1)C2=O | -1.8% | 2%
COc1ccccc1C(=O)Nc1nnc(-c2ccc(F)cc2)o1 | nt | 1%
CCOc1ccc(C2=Nn3c(nnc3-c3ccco3)SC2)cc1 | 4.0% | nt
Cc1ccc(C)c(NC(=O)/C=C/c2ccc3c(c2)OCO3)c1 | -3.4% | 3%
O=C1CC(c2ccccc2[N+](=O)[O-])c2ccccc2N1 (centres undefined) | -3.0% | 4%
Cc1cc(Cl)ccc1NC(=O)CSc1nnc(Cc2cccs2)n1Cc1ccco1 | 2.7% | 0%
CCc1ccc(N2C(=O)/C(=C/c3ccc(O)c(OC)c3)C(=O)NC2=S)cc1 | -3.4% | 4%
CCOC(=O)c1ccc2nc(C)c(CCC(C)=O)c(Cl)c2c1 | -2.1% | 1%
CCCC[N+](C)(C)CCC(=O)NC(C)(C)CS(=O)(=O)[O-] | -1.0% | nt

Three entries out of the list, ordered by formula weight, falling.
SMILES | Hsp70 displacement | MKP-3 inhibition
CCOC(=O)N1CCC(NC(=O)c2cc(C(=O)NC3CCCC3)ccc2CO)CC1 | nt | -5%
COc1ccccc1C(=O)N(Cc1cccs1)C1CCS(=O)(=O)C1 (centres undefined) | -2.2% | 4%
CCOc1ccc(N2CC(=O)Nc3ccccc3NCC2=O)cc1 | -3.2% | 2%

4 successive compounds out of the list so far:
SMILES | Hsp70 displacement | MKP-3 inhibition
COc1ccc(NC(=O)CCCN2C(=O)C3C4C=CC(C4)C3C2=O)c(OC)c1 (centres undefined) | -4.7% | -10%
CCn1c(=O)n(CC(=O)Nc2cc(OC)c(OC)c(OC)c2)c(=O)c2ccccc21 | -1.1% | nt
CCSc1nnc(NC(=O)c2cccnc2)s1 | -3.2% | -6%
COc1ccc2c(c1)C(C)=CC(C)(C)N2C(=O)NC1CCCCC1 | 0.6% | 2%

Additional results
SMILES | Hsp70 displacement | MKP-3 inhibition
CCOC(=O)Cc1csc(NC(=O)COc2cc(C)ccc2C(C)(C)C)n1 | 0.2% | 4%
COC(=O)c1sccc1NC(=O)Cn1nnc(-c2ccc(C)cc2)n1 | 3.1% | -18%
CCOC(=O)C(CCOc1c(C)cc(C)cc1Cl)C(=O)OCC | -2.9% | 1%
COc1ccccc1N(CC(=O)N1CCCCC1)S(=O)(=O)c1ccccc1 | -4.4% | 1%
COc1ccc(-c2cc(C(=O)Nc3ccc(F)cc3)c3ccccc3n2)cc1OC | -2.5% | 2%
CCc1cc(C(=O)OC)c(N2C(=O)C3C4C=CC(C4)C3C2=O)s1 (centres undefined) | -1.9% | -6%
Cc1cccn2c(=O)c(C=NCc3ccccc3)c(NCCO)nc12 | 1.5% | 0%
CCOC(=O)c1c(CN(C)C)n(-c2ccccc2)c2ccc(OC(C)=O)cc12 | 1.8% | 3%
CC(C)OC(=O)CSc1nnc(-c2cnccn2)n1Cc1ccco1 | -0.3% | 4%
CC(=O)Nc1ccc2c(c1)OCCO2 | 6.5% | nt
CCn1nnnc1SCC(=O)NCc1ccc2c(c1)OCO2 | -2.0% | nt
CCCC(=O)Nc1cccc(NC(=O)c2cc([N+](=O)[O-])ccc2Cl)c1 | 1.8% | 1%
O=C1Nc2c(Cl)cc(Cl)c3cccc1c23 | 0.8% | 25%
CCOC(=O)C1=C(C)N=c2s/c(=C\c3cc(OC)ccc3OC)c(=O)n2C1c1ccc(F)cc1 (centres undefined) | -6.6% | 1%
O=C(/C=C/c1ccc(F)cc1)Nc1ccccc1Cl | 3.1% | 0%
Nc1ncnc2c1CCC2 | 1.7% | -18%
CC(C)C1=CC23CCC4C(C)(C(=O)O)CCCC4(C)C2CC1C1C(=O)N(c2ccc(O)cc2)C(=O)C13 (centres undefined) | 1.1% | 2%
CCN(CC(=O)NCc1cccs1)c1nnnn1-c1ccccc1 | 7.4% | 4%
COC(=O)c1ccc(CSc2nnc(CNC(=O)c3ccccc3F)o2)o1 | nt | 4%
C(=C1/CCCC2=C1Nc1ncnn1C2c1ccccc1)/c1ccccc1 (centres undefined) | 5.0% | nt
O=C(NC(Nc1ccccc1F)C(=O)c1ccccc1)c1ccco1 (centres undefined) | 3.3% | 0%
O=C1C2ON(c3ccccc3)C(c3ccncc3)C2C(=O)N1c1ccc(N2CCOCC2)cc1 (centres undefined) | 3.0% | -1%
CC(=O)c1cc(F)c(N2CCN(C(=O)c3ccco3)CC2)cc1C | 0.4% | 2%
Nc1nc(SCc2ccc(Cl)cc2)[nH]c(=O)c1-c1ccccc1 | 2.7% | nt
CCOc1ccc2[nH]c(=O)c(CN(Cc3cccnc3)C(=O)Nc3ccccc3OC)cc2c1 | 1.6% | -10%
